Assay outcomes deposited in PubChem BioAssay by Broad Institute.
esBAF inh – Bmi1 luciferase reporter increase in mESCs, primary screen, esBAF inhibitor project, mouse ES cells, Bmi1 luciferase knock-in, single point; 24 h; 100% = twice the neutral-well signal; reporter increase, % at 12.5 µM; actives 2% (n = 350,000); in the data active = activation above about 40%;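 also: 0% = median of the plate's neutral control wells and 100% = double that signal; a rise in the Bmi1 reporter signal indicates esBAF inhibition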
XiGFP reactiv – activators of inactive X chromosome reactivation, primary screen, imaging, XiGFP fibroblasts, GFP high-content imaging, set 2. XiGFP mouse fibroblasts, % GFP-positive cells imaging, 3 d; cells co-treated with 5-aza-dC sensitizer; scaled so ellipticine positive control = 100%. activation, % at 7.58 µM. actives 0.055% (n = 360,000);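 active = mean normalized replicate activation at least 10% and every replicate at or above 10%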;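 also: 0% = median of on-plate neutral control wells and 100% = ellipticine 6 µM median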
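assay system = SV40-immortalized XiGFP fibroblast cells, line 68-5-11 | buffer or medium = DMEM plus 5-aza-dC sensitizer | doses = single-point pinned compound dosing | times = 3-day compound exposure, then 15 min fixation at room temperature | benchmarks = positive control ellipticine, 6 µM final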
FN deposit inh – inhibitors of fibronectin matrix deposition, primary screen, AH1F cells, Alexa488-fibronectin fluorescence, plate reader; inhibition, % at 12.6 µM; AH1F fibroblasts, overnight; actives 0.086% (n = 350,000); AID 743247, 2014;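 active = mean inhibition across replicates of 30% or more, regardless of how many single replicates reach that level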;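 also: positive control wells lacked labelled fibronectin entirely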
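test system = AH1F fibroblasts assembling fluorescent fibronectin matrix | quantity = 10000 AH1F cells per well | buffer or medium = DMEM plus 2% serum, read in PBS | doses = single dose, pinned | incubation = 1 h cell attachment, overnight exposure to compound and label | detection = fluorescence at 485 nm excitation, 525 nm emission | read-out basis = inhibition from reduced deposited-fibronectin fluorescence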
EWS-Fli block – EWS/Fli-driven NR0B1 reporter inhibitors, primary screen, A673 cells, NR0B1 luciferase, luminescence, MLPCN library | viability-normalised | inhibition, % at 12.6 µM | actives 0.67% (n = 350,000) | AID 651661, 2012;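 active = mean inhibition of at least 50% after viability correction, with every replicate also passing that limit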;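 also: firefly luciferase signal divided by Alamar Blue viability fluorescence both relative to DMSO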
E-selectin induc – E-selectin induction in HUVECs, primary screen, imaging, HUVEC, immunofluorescence imaging, single point | P16581 | activation, % at 7.58 µM | normalized: neutral wells 0, TNF-alpha wells 100 | actives 0.37% (n = 260,000) | AID 686992, 2013;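 active = mean E-selectin-positive cell signal at least 10% of the positive control, reached in at least 60% of replicates, without over 20% cell loss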;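 also: in these data hits start at about 27%; measured in HUVEC primary endothelial cells; signal is the percent of cells scored E-selectin positive by PE staining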
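Test system – human umbilical vein endothelial cells (HUVEC), E-selectin induction · Input – 3,000 HUVEC seeded per well · Buffer or medium – EGM-2, gelatin · Compound dosing – single-point compound dose · Detection – immunofluorescence imaging · Measure – percent E-selectin-positive cells · Controls – TNF-alpha high, DMSO low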
S100A4 inh HTS – inhibitors of S100A4-myosin IIA peptide binding, primary screen, biochemical, fluorescence polarization, TAMRA-MyoIIA peptide. inhibition, % at 10.7 µM. Protein S100-A4 (Homo sapiens), P26447. actives 0.14% (n = 360,000). AID 652163, 2013;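 active = mean inhibition of at least 70% across replicates, with every replicate also reaching that level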
Target sequence (P26447 whole entry, looked up): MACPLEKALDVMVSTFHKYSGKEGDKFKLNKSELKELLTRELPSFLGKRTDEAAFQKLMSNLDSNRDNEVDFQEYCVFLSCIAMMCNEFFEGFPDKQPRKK
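Material: human S100A4 monomer with TAMRA-labelled myosin IIA peptide; buffer or medium: HEPES pH 7.2 with CaCl2, KCl, NaCl, DTT, Triton; compound dosing: one concentration per compound; schedule: 5 min incubation before reading; benchmarks: neutral control DMSO, positive control TFP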
RAD52 anneal inh – RAD52 DNA annealing inhibitors, primary screen, biochemical, FRET, single point, set 2; inhibition, % at 18.7 µM; recombinant RAD52 DNA annealing, FRET fluorescence; actives 0.46% (n = 360,000); DNA repair protein RAD52 homolog (Homo sapiens), P43351;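 active = every replicate showing at least 50% inhibition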
Target sequence (P43351 whole entry, looked up): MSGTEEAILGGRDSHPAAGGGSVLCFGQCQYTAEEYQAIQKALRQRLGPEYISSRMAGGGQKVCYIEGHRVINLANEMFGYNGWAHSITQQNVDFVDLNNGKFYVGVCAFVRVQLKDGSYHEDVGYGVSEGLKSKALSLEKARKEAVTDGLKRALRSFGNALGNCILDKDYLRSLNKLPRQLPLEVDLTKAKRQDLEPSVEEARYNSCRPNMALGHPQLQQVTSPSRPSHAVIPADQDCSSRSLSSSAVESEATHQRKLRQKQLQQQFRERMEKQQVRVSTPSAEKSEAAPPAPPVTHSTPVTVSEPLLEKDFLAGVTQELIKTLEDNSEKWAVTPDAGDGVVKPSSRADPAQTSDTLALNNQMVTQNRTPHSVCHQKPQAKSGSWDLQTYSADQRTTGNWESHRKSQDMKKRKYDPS
RAD54 branch – inhibitors of human RAD54 branch migration, primary screen, biochemical, fluorescence, single point; DNA repair and recombination protein RAD54-like (Homo sapiens), Q92698; AID 602329, 2012; actives 0.14% (n = 360,000); RAD54 Holliday junction branch migration, FAM/BHQ fluorescence; inhibition, % at 10.4 µM;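 active = mean normalized replicate activity at least 40 and at least half of replicates scoring 40 or more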;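 also: 0% = median of neutral control wells and 100% = median of positive control wells; inhibitors cause a drop in the FAM fluorescence signal; in these data hits start at about 50%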
* = called active by the depositor; . = not tested or not shown. This is a random part of the collection; overall some 3% were active at least once.

Each structure is followed by: esBAF inh, XiGFP reactiv, FN deposit inh, EWS-Fli block, E-selectin induc, S100A4 inh HTS, RAD52 anneal inh, RAD54 branch
1) CCCN1[C@@H]2c3ccc(C4=CCCCC4)c(=O)n3C[C@H]1[C@H](CO)[C@H]2C(=O)N1CCc2ccccc2C1
  -5, 0.6, ., 1, -0.4, 0, -13, -8
2) CCOc1ccc(Cc2nnc(SCC(=O)Nc3ccc(OC)cc3)n(N)c2=O)cc1
  0, 0.1, -3, 1, ., 0, -4, -13
3) O=C(Nc1cccc([N+](=O)[O-])c1)C1CCN(C(=O)Cc2ccccc2)CC1
  4, 0.4, -2, ., ., 1, 4, -3
4) COC(=O)C1=CN(c2ccc(F)cc2)C(N)=C(C#N)C1c1cccc(F)c1 (stereo not given)
  ., -0.1, 10, 24, -0.1, 1, -25, .
5) CC1=C(C(=O)N2CCOCC2)CC(CC(=O)NC2CC2)C(=O)N1Cc1ccccc1 (stereo not given)
  1, -0.1, 6, 6, -8.9, 0, -8, .
6) CC(C)n1cc(-c2nc(C(=O)NN)cs2)c(=O)n(Cc2ccccc2)c1=O
  ., 0.1, -6, 4, ., 4, -1, .
7) CCOc1ccc(C(C)=O)cc1COC(=O)c1cccnc1SC
  -4, 0.0, -11, 1, -4.9, -3, 4, 2
8) C=CCn1c(SCC(=O)c2cc(C)n(C)c2C)nnc1-c1ccncc1
  4, 0.1, ., -12, ., 0, -5, -4
9) Cc1ccc(N2C(=O)c3ccccc3C2C(=O)c2ccc(C)c(C)c2O)cc1 (stereo not given)
  16, 0.1, 1, -6, ., -2, -5, .
10) CN(C)c1nc(NN)nc(Nc2ccc(F)cc2)n1
  -4, -0.1, -3, 6, 0.5, 3, -1, -5
11) O=C(OCC(=O)N1CCCc2ccccc21)c1cc(S(=O)(=O)N2CCOCC2)ccc1F
  1, 0.0, -8, 1, -0.3, -8, -12, 9
12) CC(=O)Nc1nnc(SCC(=O)c2ccc(F)cc2)s1
  4, 0.1, -2, -22, ., -4, 1, .
13) CC(C)NC(=O)N[C@H]1CC[C@@H](CCNC(=O)C2CCC2)O[C@@H]1CO
  1, -0.3, ., 3, 0.2, 13, -3, 1
14) CCCn1nnc(NC(=O)C(C)Oc2ccc(Cl)cc2Cl)n1 (stereo not given)
  -5, ., -1, ., 0.4, ., ., -9
15) COc1cc(C(=S)N2CCOCC2)ccc1OS(=O)(=O)c1ccccc1[N+](=O)[O-]
  ., 0.2, ., 8, ., -3, -12, .
16) COc1ccc(-c2cc3nc(C)c(CCC(=O)NCc4ccc(F)cc4)c(C)n3n2)c(OC)c1
  ., 0.4, 0, 3, 0.8, 3, -5, .
17) COc1ccc(-c2sc3cc4c(cc3c2C#Cc2cncn2C)OCO4)cc1
  8, 0.0, -4, 10, 0.1, -1, -3, 5
18) O=c1[nH]c(=S)[nH]c2c1C(c1ccc(Cl)c(Cl)c1)OC(CCc1ccccc1)C2 (stereo not given)
  ., 0.0, -2, 7, -2.2, -1, -10, .
19) CCOC(=O)COc1ccc(Br)cc1/C=C\c1[nH]c(=O)[nH]c(=O)c1[N+](=O)[O-]
  ., 0.5, 1, -10, 2.5, 6, -9, .
20) CCCCc1ccc(S(=O)(=O)NC(=O)C2(C)CCN2C(=O)C/C=C/c2ccccc2)cc1 (stereo not given)
  -27, 0.1, -5, 1, -1.6, -13, -29, -5
21) Cc1ccc(S(=O)(=O)Nc2cccc3c2O[C@@H](CN(C)S(=O)(=O)c2ccccc2)[C@@H](C)CN([C@H](C)CO)C3=O)cc1
  -3, 0.2, ., -20, 0.0, ., ., -12
22) C/C(CC(=O)Nc1ccc(Cl)c(C(F)(F)F)c1)=N\NC(N)=S
  ., 0.2, 3, 6, ., -7, -14, .
23) C[C@H]1CN([C@@H](C)CO)C(=O)c2cc(NC(=O)CCC(F)(F)F)ccc2O[C@H]1CN(C)S(C)(=O)=O
  0, -0.1, ., 0, 20, 2, -13, 6
24) COc1ccccc1C#Cc1ccc2c(c1)O[C@H](CN(C)C(C)=O)[C@H](C)CN([C@H](C)CO)S2(=O)=O
  -10, 0.1, 15, 7, -0.2, 14, 9, 5
25) COc1ccccc1CNC(=O)N1CCN(S(=O)(=O)c2ccc(Cl)cc2)CC1
  9, 0.0, -20, -2, -0.1, 0, -6, 4
26) COc1ccc(CC(=O)NNC(=O)CCC(=O)Nc2cc(C)ccc2C)cc1
  ., 0.0, 6, 4, ., -3, -15, .
27) Cc1ccc(NCC(=O)N/N=C/c2cccn2C)cc1
  2, 0.1, -5, 2, ., -4, -6, 1
28) CN(C(=O)COc1ccc([N+](=O)[O-])cc1)C1CCS(=O)(=O)C1 (stereo not given)
  ., 0.1, -1, 3, ., -5, -16, .
29) COc1ccccc1-c1ccc2c(c1)O[C@@H](CN(C)Cc1ccc3c(c1)OCO3)[C@@H](C)CN([C@H](C)CO)S2(=O)=O
  -7, -0.1, ., 9, ., 3, 8, -5
30) CCC(CC)N1CCN(S(=O)(=O)c2ccc(OC)cc2)CC1
  -4, 0.2, -10, 3, ., 2, -6, 2
31) C[C@@H]1CCCCO[C@H](CN(C)C(=O)Nc2cccc3ccccc23)[C@H](C)CN([C@@H](C)CO)C(=O)c2cc(NS(=O)(=O)c3ccc(F)cc3)ccc2O1
  0, 0.1, 6, 1, -0.3, 5, 24, -1
32) CCn1cc(C(=O)NCc2ccc(C)cc2)c(=O)c2cc(S(=O)(=O)N(C)C)ccc21
  2, 0.1, -1, 10, 0.0, -2, -6, 1
33) COc1cc(C(=O)N/N=C/c2sccc2C)cc(OC)c1OC
  ., 0.7, -25, 55*, 0.1, -2, -7, .
34) CCN(CC)CCCNC(=O)c1cn(-c2cccc(OC)c2)c(=O)c2ccccc12
  -6, 0.2, 0, 18, 9.7, -14, -11, -17
35) Cc1ccc(CSc2nnc(SCC(=O)N/N=C/c3ccc(C(=O)O)cc3)s2)cc1
  -26, 0.0, 0, 60*, 0.1, -1, -9, -3
36) CC1CCN(c2oc(-c3ccco3)nc2S(=O)(=O)c2ccccc2)CC1
  -6, -0.1, -8, -5, -0.2, -3, -32, 8
37) CC(C)NC(=O)N[C@@H]1CC[C@@H](CC(=O)NCCCN(C)C)O[C@@H]1CO
  -2, 0.6, 1, -10, -0.1, 20, 9, -7
38) COc1ccccc1N1CCN(Cc2cnc3ccc(Cl)cn23)CC1
  6, 0.1, 2, -12, -0.1, -2, 2, 4
39) CCOC(=O)N1CCN(C(=O)CSc2nc3c([nH]c4ccccc43)c(=O)n2C)CC1
  -2, 0.0, -3, 3, 0.2, -2, -8, 3
40) CCC(C)Nc1nnnc2c1sc1nc3c(cc12)COC(C)(C)C3 (stereo not given)
  22, 0.4, -2, -25, -2.5, -6, -15, 1
41) CCCCn1c(N)c(N(CC(C)C)C(=O)c2cccs2)c(=O)[nH]c1=O
  1, 0.0, -5, -10, 0.2, 1, 3, -1
42) Cc1ccc(-c2noc(CN(C(=O)c3ccc4c(c3)OCO4)C(C)C)n2)cc1
  -2, 0.2, 4, ., ., 1, -1, -5
43) COc1ccc(OC(C)C(=O)N(C)Cc2nc(-c3ccccc3)no2)cc1 (stereo not given)
  1, 0.3, -7, 2, ., -5, -5, -3
44) COc1ccc(NC(=O)Nc2ccc3c(c2)C(=O)N([C@@H](C)CO)C[C@H](C)[C@H](CN(C)C(=O)Nc2cccc4ccccc24)O3)cc1
  13, -0.6, -1, -2, ., 1, -10, 1
45) CN1C(=O)c2cc(NS(C)(=O)=O)ccc2OC[C@H]2O[C@H](CC(=O)N3CCOCC3)CC[C@H]21
  -1, 0.0, 2, -15, 0.0, 22, 6, -1
46) O=C(COC(=O)c1ccc(F)cc1)Nc1ccc2c(c1)OCO2
  1, 0.1, 0, -3, ., 3, -14, 7
47) C=CCn1c(SCN2C(=O)c3ccccc3C2=O)nc2ccc(Cl)cc2c1=O
  ., -0.1, 3, 20, ., -1, -20, -2
48) N#Cc1c(-c2ccc(F)cc2)cc(-c2cccnc2)nc1N
  ., 0.0, 1, -2, ., 1, -30, 13
49) O=[N+]([O-])C(C1CCS(=O)(=O)C1)C1CCS(=O)(=O)C1 (stereo not given)
  ., 0.1, ., -1, ., -2, -7, .
50) O=C(NCCCN1CCCC1=O)c1cccc(S(=O)(=O)Nc2ccc(Br)cc2)c1
  -5, -0.1, -3, -6, 0.4, 0, -1, 5

Other structures
Each structure is followed by: esBAF inh, XiGFP reactiv, FN deposit inh, EWS-Fli block, E-selectin induc, S100A4 inh HTS, RAD52 anneal inh, RAD54 branch
51) O=C(O)CN1C(=O)/C(=C/c2cccc(Cl)c2)Oc2ccccc21
  0, 0.0, 0, 3, -0.1, 0, 0, -4
52) CC1CCCC(NC(=O)CSC2=Nc3ccccc3C3CC=NN23)C1C (stereo not given)
  -10, 0.0, 3, 5, 2.1, 2, 0, -1
53) Cc1sc(NC(=O)CN2CCOCC2)c(C#N)c1C
  1, 0.0, -10, -6, -0.2, 1, 1, 13
54) CC(C)C(=O)Nc1c(O)c2ccccc2[nH]c1=O
  -5, 0.0, 1, 1, ., -2, -13, 1
55) O=C(NC(=S)Nc1ccc(CN2CCOCC2)cc1)c1ccco1
  ., -0.1, -3, -41, ., -19, 1, 10
56) Nc1nc(SCC(=O)N2CCCC2)[nH]c(=O)c1NC(=O)c1ccco1
  1, 0.1, -6, 6, ., -2, -7, 3
57) CC1(C)NC(=O)N(CC(O)CN(c2cccc([N+](=O)[O-])c2)S(=O)(=O)c2ccccc2)C1=O (stereo not given)
  -3, 0.4, 8, 2, ., -1, -19, 1
58) Cn1nc(C(C)(C)C)cc1C(=O)N1CCCCC1c1cc(C(=O)N2CCOCC2)no1 (stereo not given)
  2, -0.1, 5, -4, 0.2, -2, 19, -3
59) O=C(c1cccc(C(F)(F)F)c1)C1CCCN(Cc2cccn2-c2ncccn2)C1 (stereo not given)
  ., 0.1, 3, 7, ., -18, -37, .
